From PubChem BioAssay
MMP13 inh: human MMP13 inhibitors, primary screen, biochemical, FRET peptide cleavage; inhibition, % at 4 µM; Collagenase 3 (Homo sapiens), P45452; MMP-13 fTHP FRET cleavage, Mca fluorescence; AID 570, 2006; 0.07% of 65,000 active;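 active = inhibition above the mean of compound-free control plate wells plus 3 SD, cut at about 14% in these data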;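 note: 0% = DMSO wells and 100% = wells with reference MMP-13 inhibitor after basal subtraction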
NADH coupling: inhibitors of PK/LDH coupling enzymes, profiling panel, artefact control, biochemical, MLSMR library; 0.02% of 65,000 active; IC50, µM (series often up to 10 µM), for the others: top-dose inhibition; coupled PK/LDH NADH assays, four targets;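 active = single-dose screening hits from any of four coupled enzyme assays that gave an IC50 when retested across doses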;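 note: the DPM-DC format reads NADH fluorescence rather than 340 nm absorbance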
TNAP act DEA: human TNAP enzyme activators, primary screen, biochemical, luminescent, intermediate phosphate acceptor level | Alkaline phosphatase, tissue-nonspecific isozyme (Homo sapiens), P05186 | purified TNAP, CDP-star luminescence, 100 mM DEA, 30 min; hits give high values; scale: 0 levamisole-inhibited, 1 vehicle-only enzyme | activation factor at 20 µM | 64,000 tested, under 10 active | AID 813, 2007;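 active = activation factor of at least 2 at 20 µM, relative to controls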
Target sequence (P05186 whole entry, looked up): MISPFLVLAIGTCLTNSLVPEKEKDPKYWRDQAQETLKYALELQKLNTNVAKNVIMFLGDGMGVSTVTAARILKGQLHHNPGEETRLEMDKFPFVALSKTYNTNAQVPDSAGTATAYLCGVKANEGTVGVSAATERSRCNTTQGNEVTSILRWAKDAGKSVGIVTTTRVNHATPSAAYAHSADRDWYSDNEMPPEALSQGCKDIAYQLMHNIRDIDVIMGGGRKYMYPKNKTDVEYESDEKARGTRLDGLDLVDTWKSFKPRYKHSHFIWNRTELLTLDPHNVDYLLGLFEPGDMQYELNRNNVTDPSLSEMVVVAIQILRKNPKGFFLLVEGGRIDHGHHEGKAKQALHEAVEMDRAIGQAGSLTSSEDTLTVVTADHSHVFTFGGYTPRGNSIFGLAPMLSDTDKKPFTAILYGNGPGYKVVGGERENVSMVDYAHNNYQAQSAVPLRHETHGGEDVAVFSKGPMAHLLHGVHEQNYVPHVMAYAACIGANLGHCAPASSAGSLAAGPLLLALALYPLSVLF
5-HT1A blocker: human 5-HT1a receptor antagonists, primary screen, cell-based, CHO, Ga15 NFAT-bla reporter; 5-hydroxytryptamine receptor 1A (Homo sapiens), P08908; CHO 5-HT1a Ga15 NFAT-bla reporter, antagonist mode; inhibition, % at 10 µM; 0.68% of 62,000 active;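 active = inhibition above the mean of all tested compounds plus 3 SD, cut at about 43% in these data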;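 note: receptor stimulated by 5-CT agonist at 100 nM near EC80; beta-lactamase reporter measured by ratiometric fluorescence of a cleavable substrate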
Target sequence (P08908 whole entry, looked up): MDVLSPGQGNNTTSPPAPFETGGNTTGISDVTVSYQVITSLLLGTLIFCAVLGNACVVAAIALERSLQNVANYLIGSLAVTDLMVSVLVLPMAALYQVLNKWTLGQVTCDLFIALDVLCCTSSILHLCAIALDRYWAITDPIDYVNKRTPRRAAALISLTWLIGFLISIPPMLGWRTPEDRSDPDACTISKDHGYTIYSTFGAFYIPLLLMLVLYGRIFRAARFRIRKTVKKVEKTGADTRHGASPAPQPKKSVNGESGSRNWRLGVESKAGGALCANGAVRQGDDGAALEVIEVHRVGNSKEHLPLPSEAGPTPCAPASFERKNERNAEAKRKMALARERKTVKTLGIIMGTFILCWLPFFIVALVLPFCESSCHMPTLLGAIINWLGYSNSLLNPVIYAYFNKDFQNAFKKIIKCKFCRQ
HTR1A agonist: human 5-HT1a receptor agonists, primary screen, cell-based, CHO, Ga15 NFAT-bla reporter | 5-hydroxytryptamine receptor 1A (Homo sapiens), P08908 | CHO 5-HT1a Ga15 NFAT-bla reporter, FRET ratio; 0% basal, 100% maximal reference agonist | activation, % at 10 µM | 0.56% of 65,000 active;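 active = activation above the screen-wide mean activation plus 3 SD, cut at about 19% in these data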;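 note: 0% = DMSO wells and 100% = 5-CT at EC100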
SF1 activator: activators of human SF-1, primary screen, cell-based, CHO-K1, Gal4-SF-1 LBD, luciferase luminescence | Steroidogenic factor 1 (Homo sapiens), Q13285 | 1.9% of 65,000 active | CHO-K1 Gal4-SF-1 LBD luciferase reporter; % increase over DMSO SF-1-specific signal | activation, % at 10 µM | AID 522, 2006;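 active = activation above the mean activation of all tested compounds plus 3 SD, cut at about 50% in these data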
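Assay system: CHO-K1 cells co-transfected with Gal4 DBD–human SF-1 LBD, 5xGal4 luciferase reporter; doses: 10 µM only; incubation: 20 h compound exposure at 37 °C after 1 h cell settling; signal: luciferase light emission; evaluation: percent activation versus DMSO; repeats: one test per compound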
Fluor 339 460: intrinsic fluorescence of library compounds, ex339/em460 – biochemical, MLSMR library, data from DPM-DC assay, artefact control, profiling panel; 5.5% of 65,000 active; fluorescence fold increase at 10 µM; compound autofluorescence, ex339/em460 nm, NADH buffer; hits give high values; 1 = no-compound wells, NADH background;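 active = at 10 µM, mean starting fluorescence two-fold or more over control wells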;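 note: signal is the first read of a kinetic run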
A340 absorber: compound light absorbance at 340 nm, profiling panel, artefact control, biochemical, MLSMR library, data from PS, PMK, MK assays | fold change at 10 µM | compound absorbance at 340 nm, fold over control | 65,000 tested, under 10 active;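 active = at 10 µM dose, initial 340 nm absorbance at least 2 fold that of control wells; inactive = change under 2 fold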;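 note: initial absorbance extrapolated from kinetic A340 decline of NADH oxidation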
RORA act: activators of orphan receptor RORA, primary screen, cell-based, luminescence. Nuclear receptor ROR-alpha (Homo sapiens), P35398. CHO-K1 Gal4-RORA LBD luciferase reporter; percent increase over mock-subtracted basal signal. activation, % at 10 µM. 1.5% of 65,000 active;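 active = activation above the mean of all tested compounds plus 3 SD, cut at about 49% in these data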;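 note: 0% = DMSO-treated RORA cells and 100% = added signal equal to DMSO minus mock-transfected cells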
Starred values were filed as active, the others as inactive; / = no result given; [ ] = another dose, or the depositor's remark.

SMILES | MMP13 inh | NADH coupling | TNAP act DEA | 5-HT1A blocker | HTR1A agonist | SF1 activator | Fluor 339 460 | A340 absorber | RORA act
CCC(=NCCC1=CCCCC1)c1c(O)[nH]c(=O)[nH]c1=O | 4.5 | 2.0% | 0.8 | 11.7 | -1.6 | -0.3 | 0.97 | 0.98 | -8.7
Cc1cc(S(=O)(=O)NCc2ccccc2)ccc1OCC(=O)N1CCN(C)CC1 | 2.8 | 5.0% | 1 | -1.6 | -2.4 | -17.7 | 1.04 | 1.07 | -14.7
CC1(O)C[C@]2(C)N(O)C3CCCC[C@@H]3N2O1 (stereo partly drawn) | 3.7 | 4.0% | 0.9 | -4.8 | 1.1 | 11.7 | 1.08 | 1.03 | -13.1
COc1ccc(N2CCN(C(CNC(=O)Oc3ccccc3)c3cccnc3)CC2)cc1 (stereo not drawn) | -6.4 | 6.0% | / | 8.7 | -0.8 | 6.1 | 1.07 | 1.04 | -4.6
COC(=O)c1c(C)n(Cc2ccc3c(c2)OCO3)c2ccc(O)cc12 | -3.4 | 2.0% | 0.9 | 11.8 | -2.0 | 31.4 | 1.07 | 0.99 | 29.2
CN1C(=O)C(Cc2cccs2)C(=O)N(C)C1=O | -0.1 | 2.0% | 0.9 | -3.1 | -2.5 | 2.0 | 1.02 | 1.03 | -19.5
O=C(O)c1cc2ccccc2oc1=O | 2.8 | 8.0% | 1 | 0.7 | 0.3 | -0.4 | 1 | 1.08 | -3.7
CCOc1ccc(-n2c(O)c(C=Nc3ccc(N(CC)CC)cc3)c(=O)[nH]c2=O)cc1 | 4.2 | 0.0% | 0.9 | / | -0.7 | -0.9 | 1.09 | 1.06 | 8.9
CCCCC12CNCC(C)(CNC1)C2=O | -0.1 | 4.0% | 0.9 | -12.3 | 86.3* | -11.1 | 1.13 | 1.03 | -4.6
Cc1ccc(CN2CCN(C)CC2)c(C)c1 | -0.6 | 1.0% | 1 | -15.7 | -2.6 | -17.2 | 1.1 | 1.03 | -12.1
COc1ccc(C(=O)N2CCOCC2)cc1S(=O)(=O)N1CCC(C)CC1 | -1.1 | 4.0% | 1 | -7.6 | 40.2* | 2.1 | 1.09 | 1.05 | -2.5
Nc1ccc(C2(c3ccc(N)cc3)CN3CCC2CC3)cc1 | 7.6 | 2.0% | 0.8 | / | 1.4 | -0.4 | 1.03 | 1.02 | 6.3
Nc1ccnn1C1CCNCC1 | -6.1 | 3.0% | 0.9 | -5.2 | -0.6 | -10.0 | 1.03 | 0.99 | 7.6
CCC(=O)N1CC(=O)Nc2ccc(F)cc2C1c1ccccc1 (stereo not drawn) | 0.4 | 2.0% | 0.9 | 4.4 | -3.4 | -6.2 | 1.09 | 1.06 | 6.3
CCOC(=O)c1c(-c2ccccc2)oc2ccc(OC(=O)N(C)C)cc12 | -121.0[fluorescence artefact?] | 5.0%[fluoresces] | 0.9 | 2.4 | -0.8 | -14.2 | 3.72* | 1.05 | 4.8
COC(=O)c1cncn1C(C)c1ccccc1 (stereo not drawn) | 1.6 | 2.0% | 0.8 | -4.6 | -1.7 | -5.6 | 1.03 | 1 | -2.1
Cc1cc2c(s1)NC(=O)CN=C2c1cccs1 | 5.4 | 1.0% | 0.8 | 11.8 | 0.3 | 1.1 | 1.03 | 1.04 | 7.5
CCN1CC=C(c2c[nH]c3ccccc23)CC1 | 0.6 | 2.0% | 1 | -0.7 | -0.9 | 8.3 | 1.07 | 1 | -6.8
O=C1C2CCCN2C(c2cccc(Cl)c2)N1c1ccccn1 (stereo not drawn) | 3.2 | 5.0% | 0.9 | 5.6 | 1.5 | -2.3 | 1.14 | 1.05 | -14.7
O=C1NC(=O)C2(Cc3ccccc3N3CCCC32)C(=O)N1Cc1ccccc1 (stereo not drawn) | -6.6 | 8.0% | 0.9 | -4.6 | -0.8 | 11.6 | 1.1 | 1 | -2.8
Cc1cc(Cl)ccc1OCC(=O)O | -9.8 | 6.0% | 0.9 | -3.2 | 0.7 | -2.6 | 1.02 | 1.01 | -0.9
CCCCCCOC(=O)c1ccccc1N | -15.8 | 4.0%[fluoresces] | 0.9 | -5.4 | -0.9 | 8.2 | 2.1* | 1.05 | 11.7
CC(=O)N1CCN(c2ccc(N=Cc3c(O)n(-c4ccc(Cl)cc4)c(=O)[nH]c3=O)cc2)CC1 | 1.0 | 5.0% | 1 | 5.0 | -2.3 | 3.3 | 1.05 | 1.18 | 2.3
O=C(Cn1ncc2c3ccccc3n(Cc3ccc(F)cc3)c2c1=O)N1CCC2(CC1)OCCO2 | -9.8 | 3.0% | 0.8 | 6.9 | 0.6 | 4.7 | 1.38 | 1.02 | -7.8

4 entries drawn at random from those above, as already listed:
SMILES | MMP13 inh | NADH coupling | TNAP act DEA | 5-HT1A blocker | HTR1A agonist | SF1 activator | Fluor 339 460 | A340 absorber | RORA act
O=C1C2CCCN2C(c2cccc(Cl)c2)N1c1ccccn1 (stereo not drawn) | 3.2 | 5.0% | 0.9 | 5.6 | 1.5 | -2.3 | 1.14 | 1.05 | -14.7
CCOC(=O)c1c(-c2ccccc2)oc2ccc(OC(=O)N(C)C)cc12 | -121.0[fluorescence artefact?] | 5.0%[fluoresces] | 0.9 | 2.4 | -0.8 | -14.2 | 3.72* | 1.05 | 4.8
O=C(Cn1ncc2c3ccccc3n(Cc3ccc(F)cc3)c2c1=O)N1CCC2(CC1)OCCO2 | -9.8 | 3.0% | 0.8 | 6.9 | 0.6 | 4.7 | 1.38 | 1.02 | -7.8
Cc1cc(Cl)ccc1OCC(=O)O | -9.8 | 6.0% | 0.9 | -3.2 | 0.7 | -2.6 | 1.02 | 1.01 | -0.9

(more compounds)
SMILES | MMP13 inh | NADH coupling | TNAP act DEA | 5-HT1A blocker | HTR1A agonist | SF1 activator | Fluor 339 460 | A340 absorber | RORA act
COc1ccccc1CN1CCN(C(=O)Cc2ccccc2)CC1 | 3.4 | 5.0% | 1 | -0.2 | -2.7 | -5.3 | 1.04 | 1.02 | 6.3
NCCCP(=O)(O)CCc1ccccc1 | -1.2 | 6.0% | 0.9 | 1.3 | -5.1 | -13.5 | 1.07 | 1.01 | 2.9
CC(=O)Nc1ccc(OC(=O)N(C)C)cc1 | -2.0 | 4.0% | 0.9 | -2.0 | -3.3 | 6.4 | 1.1 | 1.01 | -19.7
CCOc1ccc(C2SCC(=O)Nc3c2c(=O)[nH]n3C2CCCCCC2)cc1 (stereo not drawn) | 9.9 | 1.0% | 0.9 | -0.7 | 1.6 | 2.6 | 1.03 | 1 | 14.5
Nc1cccc(N=Cc2c(O)n(Cc3ccc(F)cc3)c(=O)[nH]c2=O)c1 | -1.0 | 9.0% | 0.8 | -11.7 | -0.2 | -7.7 | 1.3 | 1.05 | -7.4
CN1CCC(N2CC3CC(C2)c2cccc(=O)n2C3)CC1 (stereo not drawn) | 4.1 | 4.0% | 0.9 | -10.6 | -1.4 | -2.0 | 1.11 | 1.02 | 7.4
COc1ccc(Br)cc1CN1CCN(CCO)CC1 | 1.4 | 1.0% | 0.9 | 4.0 | 1.4 | 0.6 | 1.05 | 1.04 | 3.2
Cc1cc(OC(=O)c2ccco2)c2c3c(c(=O)oc2c1)CCC3 | -3.1 | 7.0% | 0.9 | -6.4 | -0.7 | -9.7 | 1.19 | 1.08 | -11.6
CN(C)CCOC(=O)c1cn(Cc2ccccc2)c2ccccc12 | 2.2 | 3.0% | 0.9 | / | 1.6 | -2.6 | 1.09 | 1.02 | 19.2
O=C(C1CC(=O)N(c2ccc(F)c(Cl)c2)C1)N1CCC2(CC1)OCCO2 (stereo not drawn) | 2.0 | 2.0% | 0.9 | 0.9 | 0.6 | -12.5 | 1.11 | 1.02 | 4.2
O=c1c2ccccc2nc(N2CCCC2)n1-c1ccc(Cl)cc1 | -15.2 | 4.0% | 0.9 | 9.1 | -3.8 | 8.0 | 3.33* | 1.02 | 0.6
Fc1ccccc1N1CCN(Cc2c(F)cccc2F)CC1 | 4.7 | 16.0% | 0.9 | -4.9 | -1.8 | -1.7 | 1.14 | 1.05 | -10.1
CCC(COC(=O)c1cc(OC)c(OC)c(OC)c1)(c1ccccc1)N(C)C (stereo not drawn) | 4.4 | 2.0% | 0.8 | / | 0.9 | -1.0 | 1.02 | 0.98 | -8.1
O=C(O)C1(c2ccc(Cl)cc2)CCC1 | 6.3 | 1.0% | 0.9 | -17.0 | 1.6 | 5.9 | 1.05 | 0.99 | -2.8
O=C(COc1ccc(Br)cc1)N1CCN(Cc2ccncc2)CC1 | 6.9 | 15.0% | 0.9 | -2.4 | -1.0 | -10.7 | 1.21 | 1.06 | 2.2
CCOc1ccc(-n2c(O)c(C=Nc3ccc(N4CCOCC4)cc3)c(=O)[nH]c2=O)cc1 | 1.6 | 0.0% | 1 | -4.7 | -0.3 | -9.0 | 1.05 | 1.19 | -3.8
Cc1cc(NC(=O)COC(=O)c2c(C)nn(Cc3ccccc3Cl)c2Cl)no1 | -4.5 | 1.0% | 0.9 | 2.4 | -3.5 | 1.6 | 1.1 | 1.03 | 1.9
CC1(C)COC(Nc2ccc(Cl)cc2)=N1 | 1.4 | 6.0% | 1 | -3.6 | 1.2 | -1.0 | 1.1 | 1.01 | -11.1
C=CCn1c(O)c(C(CC)=Nc2cc(OC)ccc2OC)c(=O)[nH]c1=O | 2.9 | 2.0% | 1 | -16.6 | 0.8 | -13.1 | 1.12 | 1.03 | 4.9
COc1ccccc1N=Cc1c(O)n(C)c(=O)n(C)c1=O | 0.8 | 9.0% | 0.9 | -3.0 | -1.8 | 32.9 | 1.09 | 1.23 | 11.2
O=C(c1cccs1)N1C2CCC1CC(O)(c1cccnc1)C2 (stereo not drawn) | -1.8 | 6.0% | 1 | 3.9 | -1.2 | -5.5 | 1.05 | 1 | -12.1
CCN(CC)c1ccc(N=Cc2c(O)n(-c3cc(OC)ccc3OC)c(=O)[nH]c2=O)cc1 | 5.5 | 4.0% | 0.9 | / | -2.3 | 5.3 | 1.02 | 1.08 | -20.6
Cc1cccc(-c2nc3ccccc3c(=O)n2-n2cccc2)c1 | 0.6 | 3.0% | 0.9 | 1.4 | -2.2 | 17.0 | 1.11 | 1.05 | 11.6
O=C1C2CCCN2C(c2ccccc2)N1c1ccccn1 (stereo not drawn) | 0.8 | 2.0% | 0.9 | -9.3 | 1.1 | -1.0 | 1.12 | 1.03 | -22.2
CC1CN=C(Nc2cccc3ccccc23)S1 (stereo not drawn) | -3.1 | 2.0% | 0.7 | -5.5 | 0.9 | 17.2 | 0.98 | 1.06 | 21.6
CCOP(=S)(OCC)c1ccc(N(C)C)cc1 | 0.8 | 1.0% | 0.9 | 27.3 | -5.6 | -8.8 | 1.04 | 1.02 | -10.9
Cc1cc(C)n2nc(SC(C)C(=O)N3CCC4(CC3)OCCO4)nc2n1 (stereo not drawn) | -3.3 | 7.0% | 0.9 | -1.8 | -3.3 | -1.5 | 1.13 | 0.98 | -14.2
O=c1[nH]c(=O)n(CCc2ccccc2)c(O)c1C=NCCCn1ccnc1 | -3.8 | 2.0% | 1 | / | 2.2 | -0.9 | 1.03 | 1.01 | -1.1

Some of the compounds tested; the hit share may differ from the screen's.
